Source: PubChem
IMPase Li inh: membrane-permeable IMPase blocker, potentiated with lithium | CHO-M1 cells, IP1 TR-FRET (IP-One), carbachol + lithium | Potency, µM (top dose mostly 59.4 µM), without a hit: at the top dose activity, negative = IMPase inhibition, most hits filed as inhibitors | 210,000 tested, 0.35% active | AID 1457;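 further: IP1 builds up when IMPase is blocked and the TR-FRET signal falls; potency means the concentration at half of the fitted maximal effect; plate controls were basal vehicle for no effect and high inhibitor control for full effect; nearly all actives have a fitted effect of over 50% in size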
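IP1 accumulation measured by competitive TR-FRET in lysed CHO-M1 cells after 30 min compound exposure at 37C, with a small lithium addition to potentiate weak responses. Hill-equation AC50 from ratio and donor-channel data.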
Luc counter: Kinase-Glo luciferase inhibition (counter-screen). Q27757. Kinase-Glo luciferase, ATP luminescence, 8 min. Potency, µM (top dose mostly 38.3 µM), for the others: at the top dose activity change, negative = inhibition, hits mostly inhibitors. 200,000 tested, 0.28% active; further: potency means the concentration at half of the fitted maximal effect; on the % scale 0 is the no-effect control and ±100 the full control effect; nearly all actives have a fitted effect of over 60% in size
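Compounds were added to a substrate mix at pH 7.2 (50 mM imidazole, 10 uM ATP, within the enzyme's linear range), followed by Kinase-Glo detection reagent; luminescence was measured after 8 minutes at ambient temperature.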
CBFb RUNX1 block: blocks binding between human CBF-beta and RUNX1. AlphaScreen CBFb-His/RUNX1-biotin binding, biochemical. Potency, µM (series often up to 59.8 µM), for the others: top-dose activity, negative = inhibition, most hits filed as inhibitors. 230,000 tested, under 10 active; further: % of control where 0% means no effect
Target sequence (Q01196 whole entry, looked up): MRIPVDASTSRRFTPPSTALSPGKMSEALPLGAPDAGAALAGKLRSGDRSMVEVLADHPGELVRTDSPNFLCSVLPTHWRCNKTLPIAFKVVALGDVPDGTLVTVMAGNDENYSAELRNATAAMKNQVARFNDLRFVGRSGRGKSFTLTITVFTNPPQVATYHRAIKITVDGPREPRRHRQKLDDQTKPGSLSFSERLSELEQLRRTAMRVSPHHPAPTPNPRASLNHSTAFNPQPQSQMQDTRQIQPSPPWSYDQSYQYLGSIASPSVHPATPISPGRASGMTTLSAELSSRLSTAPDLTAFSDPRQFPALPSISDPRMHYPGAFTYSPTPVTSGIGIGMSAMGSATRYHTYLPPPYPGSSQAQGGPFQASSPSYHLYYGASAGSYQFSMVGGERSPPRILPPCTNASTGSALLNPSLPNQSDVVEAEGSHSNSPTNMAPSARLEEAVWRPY
Target sequence (Q13951 whole entry, looked up): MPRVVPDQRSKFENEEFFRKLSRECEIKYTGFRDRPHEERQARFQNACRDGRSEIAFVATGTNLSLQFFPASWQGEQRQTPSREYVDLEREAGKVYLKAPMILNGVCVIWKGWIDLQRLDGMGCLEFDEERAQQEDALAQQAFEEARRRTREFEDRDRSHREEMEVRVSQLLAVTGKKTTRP
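His-tagged CBF-beta and biotinylated RUNX1 (30 nM each) were premixed 20 min at room temperature, exposed to compound for 15 min, then given nickel-chelate and streptavidin AlphaScreen beads (50 ng each). After 90 min, AlphaScreen signal was read.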
HTT aggregate: inhibitors of mutant huntingtin aggregate formation in PC12 cells; Potency, µM (titrated, usually from 46.1 µM), for inactives: top-dose activity change, negative = inhibition, hits mostly inhibitors; 220,000 tested, 1.1% active; PC12 HttQ103-GFP aggregates, Acumen cytometry, 40 h; further: potency means the concentration at half of the fitted maximal effect; on the % scale 0 is the no-effect control and ±100 the full control effect; nearly all actives have a fitted effect of over 60% in size
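Multiplexed with ATP-based cell death, this channel scores GFP aggregates in PC12 cells expressing inducible HTTex1-Q103-GFP. Induction used 100 nM tebufenozide; compounds were tested in concentration series.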
L3MBTL1 block: blocks human L3MBTL1 | AlphaScreen L3MBTL1–H3K9me1 peptide binding | 230,000 tested, 0.66% active | AID 485360 | Q9Y468 | Potency, µM (doses to about 57.1 µM), for the others: at the highest dose activity, negative = inhibition, usual class: inhibitors; further: potency means the concentration at half of the fitted maximal effect; on the % scale 0 is the no-effect control and ±100 the full control effect; nearly all actives have a fitted effect of over 60% in size
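AlphaScreen assay: L3MBTL1 (50 nM final) was preincubated 30 min at room temperature with biotinylated H3(1-15)K9me1 peptide (75 nM final), then 30 min with library compounds; streptavidin donor and nickel chelate acceptor beads (10 ug/mL final) added, 30 min dark.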
Epigenetic derep: epigenetic control regulation, reporter derepression; murine LDR cells, GFP reporter derepression, 30 h; Potency, µM (top dose mostly 53.9 µM), inactives show at the top dose GFP activation, most hits filed as activators; 280,000 tested, 0.2% active; further: potency means the concentration at half of the fitted maximal effect; % of control where 0% means no effect; nearly all actives have a fitted effect of over 60% in size
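Reporter derepression read as number of fluorescent GFP-positive objects, 20-120 um in size, counted by laser-scanning cytometer. Mouse LDR line with an epigenetically silenced CMV-GFP locus; compound incubation 30 h, 37 C.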
NPSR antag: antagonists of human neuropeptide S receptor cAMP signaling; Q6W5P4; CHO-NPSR cells, cAMP TR-FRET, antagonist mode; Potency, µM (doses to about 38.3 µM), without a hit: at the highest dose activity change, negative = inhibition, usual class: inhibitors; 220,000 tested, 1% active; AID 1461; further: potency means the concentration at half of the fitted maximal effect; on the % scale 0 is the no-effect control and ±100 the full control effect; nearly all actives have a fitted effect of over 50% in size; many of its hits are not listed in these tables
Target sequence (Q6W5P4 whole entry, looked up): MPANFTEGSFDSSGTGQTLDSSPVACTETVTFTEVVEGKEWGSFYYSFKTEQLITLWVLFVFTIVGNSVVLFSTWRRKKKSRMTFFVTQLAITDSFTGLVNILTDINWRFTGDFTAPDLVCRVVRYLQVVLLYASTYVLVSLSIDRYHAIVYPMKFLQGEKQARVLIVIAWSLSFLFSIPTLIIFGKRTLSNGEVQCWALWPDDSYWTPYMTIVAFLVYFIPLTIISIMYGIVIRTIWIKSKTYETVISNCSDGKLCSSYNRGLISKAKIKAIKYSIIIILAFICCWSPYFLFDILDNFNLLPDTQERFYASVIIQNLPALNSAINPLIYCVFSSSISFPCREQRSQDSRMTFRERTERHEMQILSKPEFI
* = called active by the depositor; u = inconclusive; x = not tested or not shown; & = joins results of further samples; [ ] = dose if it differs, or a comment. The call rests on the fitted dose curve; in most records, active means well fitted curve in the direction sought with a large enough effect; inconclusive means small, poorly fitted or top-dose-only effect, or another doubt; inactive means no such curve, though single readings can be large; an effect the other way counts as inactive or inconclusive. A portion of the library, so the mix of outcomes need not match the whole.

Order of results: IMPase Li inh | Luc counter | CBFb RUNX1 block | HTT aggregate | L3MBTL1 block | Epigenetic derep | NPSR antag
- CC1=NN(c2ccc([N+](=O)[O-])cc2)C(=O)/C1=C\N(C)C
  2% | 13µM* | -8% | -16% | -7% | -3.2% | 17%
- COc1cc2c(cc1OC)C(C)N(C(=O)c1cc3n(n1)C(C(F)(F)F)CC(c1ccco1)N3)CC2 (stereo unspecified)
  7% | 4% | 1% | u | -4% | 1.7% | -6%[46.1 µM]
- COc1ccc(Nc2ccc3c(c2)=NC2(CCCCC2)[N+]=3[O-])cc1
  97%[activator][38.3 µM] | u | u | u | u | 4.9% | u
- CCN(C(=O)CN1CCN(c2ccccc2OC)CC1)c1c(N)n(Cc2ccccc2)c(=O)[nH]c1=O
  12%[38.3 µM] | -1% | 7% | -4% | -1% | 0.0% | -7%[46.1 µM]
- O=C(NC(=S)Nc1cccc(Cl)c1N1CCCCC1)c1cccs1
  26%[38.3 µM] | 2% | -5% | 12% | -6% | 0.0% | u
- Cc1nc2ccccc2nc(C)c1=NOCc1ccc(Cl)cc1Cl
  7% | 0% | 0% | -16% | 5% | 0.9% | -28%
- COC(=O)c1cc(Cl)c(NC(=O)c2cc(OC)c(OC)c(OC)c2)cc1OC
  -24%[38.3 µM] | 3% | 8% | 5% | 2% | 0.0% | 0%[46.1 µM]
- O=C1N=c2ccccc2=C1c1sc(NS(=O)(=O)Cc2ccccc2)nc1O
  x | x | -13% | -8%[9.22 µM] | x | 0.0% | -31%
- COc1ccc(NC(=O)C(CC(C)C)NC(=O)c2ccccc2C)cn1 (stereo unspecified)
  6%[38.3 µM] | -4% | 13% | 16% | -4% | -0.7% | 5%[46.1 µM]
- CCCCNC(=O)c1cc(C)nn1-c1ccccc1
  x | x | 20% | -10%[9.22 µM] | x | 0.9% | 14%
- CC(C)(C)NC(=O)C(c1ccccc1)N(Cc1ccco1)C(=O)c1csnn1 (stereo unspecified)
  17%[38.3 µM] | -5% | 1% | 9% | -5% | -0.7% | -4%[46.1 µM]
- COc1ccc(C(=O)Nc2nnc(C(F)(F)F)s2)cc1
  -14%[38.3 µM] | 0% | 1% | u | 5% | 0.8% | 9%[7.67 µM]
- Cc1ccccc1NC(=O)CSc1nc2c(c(-c3ccco3)c1C#N)CCCC2
  u | -3% | 2% | -4%[9.22 µM] | -1% | -0.5% | 10µM*
- Oc1ccc(-n2cccc2/C=N/n2cnnc2)cc1
  5% | -1% | 7% | -3%[9.22 µM] | -4% | 1.6% | 2%
- Cc1ccc(-n2nnc3c(=O)n(Cc4ccccn4)cnc32)cc1C
  -3% | 0% | -5% | 13% | -30% | -3.8% | 5%
- CSc1cccc(NC(=O)CCCOc2ccc(Cl)cc2Cl)c1
  12% | 2% | u | 12% | 32%[activator] | 0.0% | -31%
- CC1CC(C)(C)NC(=S)N1CCC(=O)Nc1ccc2c(c1)OCCO2 (stereo unspecified)
  -1% | -9% | 2% | -7% | 0% | 0.0% | 8%
- CC(=O)NC(CCS(C)(=O)=O)C(=O)Nc1ccc2c(c1)OCCO2 (stereo unspecified)
  6% | 2% | 2% | 21% | 23%[11.4 µM] | -1.0% | 5%
- COc1ccc(-c2ccc(N)[n+](CCCC(=O)O)n2)cc1
  37%&2%[activator] | 0% | -1% | x | x | -0.1% | 10%[46.1 µM]
- O=C(CNC1CCCCCC1)Nc1ccccc1N1CCCCC1
  2%[38.3 µM] | 0% | -5% | 14% | 3% | 2.3% | u
- CC1(C)CC(c2csc(N)n2)CCO1 (stereo unspecified)
  -9%[38.3 µM] | -1% | 4% | -4% | -1% | -4.1% | 0%[46.1 µM]
- S=c1nc(SCc2ccccc2)[nH]c2ccccc12
  14µM* | -1% | 0% | -16% | x | 1.2% | 10µM*
- Cc1ccccc1C(=O)Nc1ccc(Cl)cn1
  -5%[38.3 µM] | -20% | 4% | u | 6% | -0.9% | 14%[46.1 µM]
- COc1ccc(OC)c(C2CC(=O)C(C)C(c3cc(OC)ccc3OC)N2)c1 (stereo unspecified)
  11%[38.3 µM] | -6% | -2% | 8% | x | 0.0% | -13%[46.1 µM]
- C=CCN=C1CC(C)(C)CC(=O)/C1=C(\O)CCCN1C(=O)c2ccccc2C1=O
  -22% | 0% | -11% | -4% | 19% | 2.2% | -2%
- O=C(Nn1cnc2ccccc2c1=O)c1cccc(Cl)c1
  -1% | 2% | 3% | -9% | 8% | 2.2% | -2%
- O=C(CCCN1C(=O)c2cccc3cccc(c23)C1=O)N1CCN(c2ccccc2)CC1
  17% | 3% | 2% | 12% | -12% | 5.3% | -22%[46.1 µM]
- CC(=O)Nc1ccc(S(=O)(=O)N(Cc2ccccc2)C(C)C)cc1
  0%[38.3 µM] | -1% | 1% | u | -1% | -0.4% | -2%[46.1 µM]
- CC1CN(C(=O)COC(=O)c2cc(Cl)ccc2Cl)CC(C)O1 (stereo unspecified)
  -12% | -1% | 5% | 8% | x | 1.1% | 8%
- NC(=O)CSc1nc(-c2ccccc2)nc2c1CCCC2
  -17% | 0% | 10% | 10%[9.22 µM] | -3% | 0.0% | 31%

Entries listed so far printed as active in IMPase Li inh.
SMILES | IMPase Li inh | CBFb RUNX1 block | L3MBTL1 block | Epigenetic derep | NPSR antag
S=c1nc(SCc2ccccc2)[nH]c2ccccc12 | 14µM* | 0% | x | 1.2% | 10µM*

Following part:
SMILES	IMPase Li inh	Luc counter	CBFb RUNX1 block	HTT aggregate	L3MBTL1 block	Epigenetic derep	NPSR antag
CSc1ccc(/C=N/N2CCN(Cc3ccccc3)CC2)cc1	14%	-1%	5%	14%[9.22 µM]	-13%	0.0%	19%
COc1ccc(-c2nc(C#N)c(NCC3CCCO3)o2)cc1 (stereo unspecified)	8%[38.3 µM]	0%	7%	26%	-5%	0.6%	-5%[46.1 µM]
COc1cccc(Nc2c(F)c(OC)c(F)c(F)c2C(=O)O)c1	-19%[38.3 µM]	-5%	1%	21%	6%	-1.1%	-4%[46.1 µM]
CC(C)(C)NC(=O)CN(C(=O)c1csnn1)c1ccccc1-c1ccccc1	12%	2%	0%	-5%[9.22 µM]	8%	3.1%	1%
CCOc1ccc(/C=C2/Sc3ccc(C(=O)N4CCN(C(=O)c5ccco5)CC4)cc3N(C)C2=O)cc1OC	32%[activator]	-3%	-15%	-26%	-30%	-1.5%	-14%
CCOC(=O)C1=C(CN2CCN(CCC#N)CC2)NC(=O)NC1c1ccc2c(c1)OCO2 (stereo unspecified)	-7%	0%	7%	3%	x	1.1%	15%
C=CCn1c(SCC(=O)O)nnc1-c1ccccc1	1%	0%	0%	19%	32%[activator]	0.0%	-10%[46.1 µM]
CCN(CC)c1ccc(/C=N/N2CCN(Cc3ccccc3)CC2)c(O)c1	13%	-2%	-10%	-6%	-3%	0.0%	-29%
O=c1c(-c2ccc(Cl)cc2)[n+]([O-])c2ccccc2n1OCc1nc2ccccc2[nH]1	x	x	-6%	-6%[9.22 µM]	3%	-1.4%	10%[7.67 µM]
CC(=NCCCN(C)C)C1=C(O)c2ccccc2C1=O	46%[activator][38.3 µM]	2%	-1%	2%	x	0.0%	1%[46.1 µM]
CS(=O)(=O)Nc1cccc(-c2nc(NCCN3CCOCC3)c3ccccc3n2)c1	-5%	0%	x	x	x	-0.1%	x
C=CC(C)(C)c1[nH]cnc1/C=C1\NC(=O)C(C(C)C)NC1=O (stereo unspecified)	x	x	8%	5%[9.22 µM]	x	5.1%	11%
Cc1nc(=O)c(-c2ccccc2)c(C)n1-c1ccccc1C(=O)O	22%[38.3 µM]	2%	7%	-5%	10%[11.4 µM]	-2.1%	-8%[46.1 µM]
CCc1ccc(OCC(=O)N2CCN=C2c2ccccc2)cc1	13%[38.3 µM]	8%	4%	-9%[1.84 µM]	x	-1.0%	-10%[46.1 µM]
CC(CCc1ccccc1)NC(=S)NC(=O)c1ccco1 (stereo unspecified)	10%	-1%	1%	-7%	-1%[11.4 µM]	-0.3%	-28%
Cc1[nH]c(=O)[nH]c(=O)c1S(=O)(=O)N1CCCC(C(=O)NCc2ccco2)C1 (stereo unspecified)	24%[38.3 µM]	17%	4%	-5%	x	0.0%	-4%[46.1 µM]
CC1=NN(c2ccc(C(F)(F)F)cn2)C(=O)C1	-8%	-7%	u	-26%	u	0.0%	0%
CCOC(=O)C1=NN(C(C)=O)C2(CC(=O)N(c3cccc(C)c3)C2=O)C1 (stereo unspecified)	0%	-2%	-5%	4%	11%	-1.1%	14%

Of the compounds above, 6 contain a furan ring, fused or not.
SMILES	IMPase Li inh	Luc counter	CBFb RUNX1 block	HTT aggregate	L3MBTL1 block	Epigenetic derep	NPSR antag
COc1cc2c(cc1OC)C(C)N(C(=O)c1cc3n(n1)C(C(F)(F)F)CC(c1ccco1)N3)CC2 (stereo unspecified)	7%	4%	1%	u	-4%	1.7%	-6%[46.1 µM]
CC(C)(C)NC(=O)C(c1ccccc1)N(Cc1ccco1)C(=O)c1csnn1 (stereo unspecified)	17%[38.3 µM]	-5%	1%	9%	-5%	-0.7%	-4%[46.1 µM]
Cc1ccccc1NC(=O)CSc1nc2c(c(-c3ccco3)c1C#N)CCCC2	u	-3%	2%	-4%[9.22 µM]	-1%	-0.5%	10µM*
CCOc1ccc(/C=C2/Sc3ccc(C(=O)N4CCN(C(=O)c5ccco5)CC4)cc3N(C)C2=O)cc1OC	32%[activator]	-3%	-15%	-26%	-30%	-1.5%	-14%
CC(CCc1ccccc1)NC(=S)NC(=O)c1ccco1 (stereo unspecified)	10%	-1%	1%	-7%	-1%[11.4 µM]	-0.3%	-28%
Cc1[nH]c(=O)[nH]c(=O)c1S(=O)(=O)N1CCCC(C(=O)NCc2ccco2)C1 (stereo unspecified)	24%[38.3 µM]	17%	4%	-5%	x	0.0%	-4%[46.1 µM]
